# Screening results from PubChem BioAssay.
# aSyn yeast rescue: rescues yeast growth from alpha-synuclein toxicity; S. cerevisiae alpha-synuclein toxicity rescue, BacTiter-Glo growth, 24 h; Potency, µM (highest dose often 46.1 µM), for inactives: at the top dose growth rescue (activation), hits mostly activators; actives 0.02% (n = 94,000); AID 1347070; active = well fitted activation curve with a large enough effect; inconclusive = small, poorly fitted or top-dose-only effect; note: 0% is about no effect
#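 Growth restoration measured by BacTiter-Glo luminescence after 24 hr at 30 deg C; alpha-synuclein yeast, raffinose-pregrown to mid-log, were added at OD600=0.02 in galactose medium onto pinned compounds.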
# Active calls of the source: *; u = inconclusive; & = joins results of further samples; [ ] = dose if it differs, or a comment. Potency is the fitted concentration of half-maximal effect.
# The opening 3 compounds, ahead of the listing:
SMILES	aSyn yeast rescue
COc1cccc(N2CC(NC(=O)COc3ccccc3F)CC2=O)c1 (stereo not given)	-5%
Cc1ccc2c(=O)c(C(=O)c3ccc(F)cc3)cn(CC(=O)NCCc3ccccc3)c2n1	-11%
COc1ccccc1OCC(=O)NCC(c1ccc(Cl)cc1)N1CCOCC1 (stereo not given)	1%

# Results, previewed entries included:
SMILES	aSyn yeast rescue
COc1cccc(N2CC(NC(=O)COc3ccccc3F)CC2=O)c1 (stereo not given)	-5%
Cc1ccc2c(=O)c(C(=O)c3ccc(F)cc3)cn(CC(=O)NCCc3ccccc3)c2n1	-11%
COc1ccccc1OCC(=O)NCC(c1ccc(Cl)cc1)N1CCOCC1 (stereo not given)	1%
O=c1c2c3c(sc2n(Cc2cc(=O)n4ccccc4n2)c(=O)n1-c1ccc(Cl)cc1)CCC3	-3%
CCN(CC)C(=O)Cn1cc(SCC(=O)Nc2cccc(F)c2)c2ccccc21	7%
Cc1cccc(C(=O)Nc2nnc(S(=O)(=O)N(C)Cc3ccccc3)s2)c1	-1%
Cc1ccc(S(=O)(=O)c2nnn3c2nc(N2CCCC2)c2sccc23)cc1	-12%
O=C1COc2ccc(-c3cc(-c4ccccc4)c4c(n3)-c3cc(Cl)ccc3OC4)cc2N1	-11%
Cc1ccc(Cl)cc1NC(=O)c1sc(-n2nc(C)c(Cc3ccc4c(c3)OCO4)c2C)nc1C	-8%
CCOC(=O)c1ccc(Nc2nc3nonc3nc2Nc2cccc(C)c2C)cc1	-50%[inhibitor]
Clc1ccc(Nc2nc3cccnc3s2)cc1	-1%
COc1ccc(Nc2nc(N)nc(CSc3nc4ccccc4s3)n2)cc1	2%
CCCCN(C(=O)CSCc1ccc(C)cc1)c1c(N)n(Cc2ccccc2)c(=O)[nH]c1=O	-47%[inhibitor]
CCn1c(SCC(=O)N2CCCc3ccccc32)nc2c(c1=O)SC(C)C2 (stereo not given)	-3%
Cc1cccc(N2CCN(C(=O)Cc3c(C(=O)O)c(C)cn3C)CC2)c1C	3%
Cc1ccc(NC(=O)Cn2c(=O)n(CCCCC(=O)NCc3ccccc3Cl)c(=O)c3ccccc32)cc1C	-10%
COc1ccc(CCNC(=O)Cc2c(Cl)cccc2Cl)cc1	-2%
COc1cc(Cl)c(NC(=O)C2CCN(S(=O)(=O)c3c(C)noc3/C=C/c3ccccc3F)CC2)c(OC)c1	8%
O=C(NCc1ccc(Cl)cc1)c1ccc(NC(=O)N2CC3CCCN3c3ccccc32)cc1 (stereo not given)	8%
CC(C)c1ccc(NC(=O)c2ccc3c(O)c(S(=O)(=O)c4ccccc4)c(=O)[nH]c3c2)cc1	-10%
CCc1ccc(NC(=O)c2ccc3nc(C(C)C)oc3c2)cc1	2%
CS(=O)(=O)c1ccc(C(=O)Nc2nc(-c3ccco3)c(-c3ccco3)s2)cc1	13%
C[C@@H]1CN([C@H](C)CO)C(=O)CCCn2nncc2CO[C@H]1CN(C)Cc1cccc(C(F)(F)F)c1	-6%
CN(c1ccc(OCC(=O)N2CCOCC2)cc1)S(=O)(=O)c1ccc(Cl)cc1	7%
Cc1ccc(Cl)cc1N1CCN(C(=O)c2cn(C)c3ccc(S(=O)(=O)N4CCCCC4)cc3c2=O)CC1	6%
CCNC(=O)c1cccc(NC(=O)c2cc(C3CC3)nc3c2cnn3C(C)C)c1	17%
O=C(CN1CCN(Cc2ccc(F)cc2Cl)C1=O)NCCc1ccc(Cl)cc1	18%
COc1ccc(Cl)cc1NC(=O)Cn1nc(Cc2ccncc2)c2ccccc2c1=O	-6%
Cc1ccccc1OCC(=O)Nc1ccc(C(=O)OCc2cc(=O)n3ccsc3n2)cc1	-7%
COCCNc1oc(-c2ccc(COc3ccc(OC)cc3)o2)nc1C#N	-4%
Cc1ccc(C(=O)Nc2cc(-c3ccn[nH]3)c(C)n(N)c2=O)cc1	-2%
CCOC(=O)c1c(C)nc(C)c(C(=O)OCC)c1-c1cccnc1	5%

# Next section; the last three above are carried over.
SMILES	aSyn yeast rescue
COCCNc1oc(-c2ccc(COc3ccc(OC)cc3)o2)nc1C#N	-4%
Cc1ccc(C(=O)Nc2cc(-c3ccn[nH]3)c(C)n(N)c2=O)cc1	-2%
CCOC(=O)c1c(C)nc(C)c(C(=O)OCC)c1-c1cccnc1	5%
CC(C)C1C(=O)N(Cc2cn(Cc3ccco3)nn2)CCS(=O)(=O)N1Cc1ccc(-c2ccc(F)cc2)cc1 (stereo not given)	u
COc1ccc(-n2nc3ccc(NC(=O)c4c(OC)cccc4OC)cc3n2)cc1	-26%
CCN1CCN(c2ccc(S(=O)(=O)N3CCOCC3)cc2NC(=O)C(C)Oc2cccc(Cl)c2)CC1 (stereo not given)	-6%
COc1cc(CNCCc2ccc(S(N)(=O)=O)cc2)ccc1OCC(=O)N1CCCCC1	-4%
CCc1cccc2sc(N3CCN(C(=O)c4cc5ccccc5cc4OC)CC3)nc12	-1%
COc1ccc(-c2noc(-c3cc(C(C)C)[nH]n3)n2)cc1	0%
CCOC(=O)CC1C(=O)NCCN1C(=S)NC(=O)c1ccc(C)c(Br)c1 (stereo not given)	4%
CCc1ccc(OCC(=O)Nc2ccc3c(c2)OCCO3)cc1	7%

# Some of these compounds in order of number of heavy atoms, low to high:
SMILES	aSyn yeast rescue
COc1ccc(-c2noc(-c3cc(C(C)C)[nH]n3)n2)cc1	0%
CCc1ccc(OCC(=O)Nc2ccc3c(c2)OCCO3)cc1	7%
COc1ccc(-n2nc3ccc(NC(=O)c4c(OC)cccc4OC)cc3n2)cc1	-26%
CCc1cccc2sc(N3CCN(C(=O)c4cc5ccccc5cc4OC)CC3)nc12	-1%
CC(C)C1C(=O)N(Cc2cn(Cc3ccco3)nn2)CCS(=O)(=O)N1Cc1ccc(-c2ccc(F)cc2)cc1 (stereo not given)	u

# Following part
SMILES	aSyn yeast rescue
Cc1cc(F)ccc1NC(=O)CCS(=O)(=O)c1cc2c(cc1C)NC(=O)CO2	7%
CCCCCc1nc2c(c3c1CCCC3)CCCC2	-13%
COCCn1c(CN(Cc2ccccc2)Cc2ccccc2)nc2c1c(=O)n(C)c(=O)n2C	-3%
O=C(Cn1cnc2c(nnn2-c2ccccc2)c1=O)NCc1ccco1	2%
CCN(C(=O)c1cc2c(s1)-c1ccccc1S(=O)(=O)C2)c1cc(OC)ccc1OC	6%
Cc1ccc(OCc2nc3ccccc3n2CCOc2ccc(Cl)cc2)cc1	9%
Cc1ccc(C)c(N2CCN(C(=O)Cn3ncn4cccc4c3=O)CC2)c1	-3%
O=C(CSc1nc2c([nH]c3ccccc32)c(=O)n1-c1ccccc1)N1CCOCC1	-8%
CCOCCCNCc1cc(Br)ccc1OCC	-3%
O=C1c2cccc3cccc(c23)C(=O)N1CC1CCN(S(=O)(=O)c2ccccc2)CC1	19%
Cc1ccc(C)c(NC(=O)c2cc(=O)c3cc(C)cc(C)c3o2)c1	7%
CCCCOC(=O)C1=C(N)N2C(=O)C(C)SC2=C(C(=O)OCC)C1c1ccc(O)c(OC)c1 (stereo not given)	-1%
CC1=CC(C)C(C(=O)O)C(C(=O)Nc2cccnc2)C1 (stereo not given)	8%
CCOC(=O)N1CCc2c(sc(NCc3ccc(N(CC)CC)cc3)c2C(=O)Nc2cc(OC)ccc2OC)C1	5%
Cc1ccc(Cn2c(SCC(=O)N(C)C3CCS(=O)(=O)C3)nc3ccccc3c2=O)cc1 (stereo not given)	9%
O=C(Nc1ccc(F)cc1F)c1noc2c1CCc1ccccc1-2	-4%
C[C@@H]1CN([C@H](C)CO)C(=O)CCCn2nncc2CO[C@H]1CN(C)C(=O)c1cc(-c2ccccc2)on1	13%
COc1ccc(S(=O)(=O)N2CCN(c3ccc(F)cc3)CC2)cc1C(=O)N1CCOCC1	1%
Cc1ccc2c(c1)c1c(c(=O)n(-c3ccccc3C)c(=O)n1CC(=O)N1CCCC1)n2C	2%
CC1=C(C(=O)Nc2ccccc2Cl)C(c2cccc(O)c2)n2ncnc2N1 (stereo not given)	5%
CCOc1cc(Cl)c(S(=O)(=O)n2ccnc2)cc1Cl	9%
Cc1ccc(NC(=O)c2noc3c2CCC3)cc1C	0%
CC(=O)Nc1ccc(C(=O)N/C(=C\c2ccccc2)C(=O)Nc2cccc(C(=O)O)c2)cc1	2%
CCc1ccc(-c2ccc(C(=O)Oc3ccc(Br)cc3)cc2)nc1	1%

# More results follow.
smiles	aSyn yeast rescue
CCOC(=O)Cc1csc(NC(=O)Cn2cnc3c2c(=O)n(C)c(=O)n3C)n1	-6%
CCOC(=O)C1=C(C)OC(=Cc2ccccc2)C1=O	7%
COc1ccc(CCNC(=O)c2ccc3c(c2)sc2nc(-c4ccccc4)cn23)cc1OC	4%
CCOc1ccc(-n2c(/C=C/c3cccc(F)c3)nc3cc(OC)c(OC)cc3c2=O)cc1	-34%[inhibitor]
O=C(Nc1ccc2oc(-c3ccc4ccccc4c3)nc2c1)c1ccc(Cl)c(Cl)c1	-6%
COc1ccc(C=NCCc2ccc(OC)c(OC)c2)cc1OC	-2%
COCCN1C(=O)c2[nH]nc(-c3ccccc3O)c2C1c1ccc(Cl)c(Cl)c1 (stereo not given)	1%
O=C(CN(Cc1ccc(F)cc1)C(=O)CNS(=O)(=O)c1ccc(F)cc1)NCC1CCCO1 (stereo not given)	-5%
CCN1C(=O)c2ccccc2Sc2ccc(NC(=O)Nc3cccc([N+](=O)[O-])c3C)cc21	-2%
COc1ccc(C(=O)N2CCN(c3nc4c(OC)cccc4s3)CC2)cc1OC	25%
O=C(COC(=O)/C=C/c1ccc(Cl)cc1Cl)NCCC1=CCCCC1	6%
Cc1ccc(NC(=O)C(Cc2c[nH]c3ccccc23)NC(=O)OC(C)(C)C)c(C)c1 (stereo not given)	4%
N#Cc1c(SCC(=O)Nc2ccc(C(F)(F)F)cc2)sc2c(O)cc(=O)[nH]c12	-1%
Cc1nc2ccccc2n1CCc1nc2c3ccccc3nc(SCC(=O)Nc3ccc(Br)cc3F)n2n1	2%
C=C(C)CN1CCN(c2ccc(N3C(=O)CCCC3=O)cc2[N+](=O)[O-])CC1	-6%
CC(C)c1ccccc1OCC(O)CN(CC(O)COc1cccc2ccccc12)C(C)C (stereo not given)	-21%
CC(C)c1ccccc1NC(=S)NC1CCN(Cc2ccccc2)CC1	4%
Cc1ccc(NC(=O)c2ncn(CCCNCC3CCCCC3)n2)cc1C	4%
COc1cc(OC)c(NC(=O)Cn2cnc3c(nc4n3CCCCC4)c2=O)cc1Cl	1%
O=c1c2c(nc3nc(NCc4cccc5ccccc45)[nH]n13)CCC2	-3%
CCN(C(=O)Cn1c(C(=O)OC)cc2sccc21)c1cccc(C)c1	13%
COc1ccc(CCNC(=O)/C(C#N)=C2\N=C(NC(=O)c3ccco3)c3ccccc32)cc1	-6%
COc1ccc(Cl)cc1C(=O)NNC(=O)COC(=O)CCN=C1NS(=O)(=O)c2ccccc21	8%
COC(=O)c1ccccc1NC(=O)Cc1noc2ccc(C)cc12	2%
COC(=O)c1ccc(NC(=O)CSc2nc3cc4ccccc4cc3[nH]2)cc1	-9%
O=C(Nc1ccc2c(c1)OCO2)c1cc(-c2ccc(Cl)cc2)on1	-7%
CC(C)(C)OC(=O)N1CCC(c2c(C(=O)NCc3ccco3)cnn2-c2ccc(F)cc2)CC1	26%
COc1cccc(CNC(=O)Cc2ccc(S(=O)(=O)N3CCOCC3)s2)c1	2%
COc1ccc(N2CCN(CC(=O)Nc3ccccc3C(=O)NC(C)c3ccccc3)CC2)cc1 (stereo not given)	6%
Cc1ccc(N2CC(c3nc4ccccc4n3CCC3CCCCC3)CC2=O)cc1 (stereo not given)	24%
CCCCOc1ccc(C(=O)Nc2ccc3c(c2)N(C(C)=O)CCC3)cc1	7%
COc1cccc(-n2c(=O)c3c(C)c(C)sc3n(CC(=O)NCc3ccccc3)c2=O)c1	-1%
COc1ccc(NS(=O)(=O)c2ccc3[nH]c4c(c3c2)CCCC4)c(OC)c1	7%
Cc1ccccc1Cn1cnc2c(oc3ccccc32)c1=O	4%&-8%
CCCCN1C(C(=O)c2ccccc2)=C(OC(C)=O)c2ccccc2S1(=O)=O	-45%[inhibitor]
Cc1nc2ccccn2c(=O)c1NC(=O)c1ccco1	3%
O=C(Cn1cc(SCc2c(F)cccc2Cl)c2ccccc21)N1CCCC1	1%
Cc1cc(Cl)ccc1NC(=O)Cc1ccc(NC(=O)N2CCCCc3ccccc32)cc1	15%
CCN(CC(=O)Nc1ccc(C(=O)Nc2ccc(OC)cc2)cc1)Cc1nc2ccccc2c(=O)[nH]1	-2%
CCc1ccc(NS(=O)(=O)c2ccc(-c3cc(C)no3)cc2)cc1	u
Cc1cccc(NC(=O)c2ccc(S(=O)(=O)N3CC(C)OC(C)C3)cc2)n1 (stereo not given)	3%
Cc1cc(Nc2cc(F)ccc2C)nc(-n2nc(C)cc2C)n1	-6%
Cn1ncc(Br)c1NC(=O)Nc1ccc(OC(F)(F)F)cc1	-12%
O=C(NCc1ccc2c(c1)CCN2C(=O)c1ccc(F)cc1)c1cc2ccccc2[nH]1	7%
Cc1ccc(NC(=O)CSc2nc3ccccc3c3nc(CCn4c(C)nc5ccccc54)nn23)cc1F	1%
NC1=NC(=O)C2(COC(c3ccncc3)OC2)S1 (stereo not given)	-5%
Cc1nc(-c2ccc(F)cc2)c(CC(=O)N(C)CC(=O)Nc2cccc(F)c2)s1	-2%
COc1ccc(Cl)cc1S(=O)(=O)N1CCCC(C(=O)NCc2ccccn2)C1 (stereo not given)	-2%
CN1C(=O)C(C)(C)c2cc(S(=O)(=O)NCc3ccc(C(=O)Nc4ccc(Cl)cc4)cc3)ccc21	7%
CCOC(=O)/C(C#N)=C/c1c(N2CCN(Cc3ccc4c(c3)OCO4)CC2)nc2c(C)cccn2c1=O	5%
Cc1nn(-c2ccccn2)c(N)c1N=O	2%
Cc1ccc(NCc2ccccc2O)c(C)c1	1%
COc1ccc(C2C(C(=O)Nc3cccnc3)=C(C)Nc3nc(SCc4ccccc4)nn32)cc1 (stereo not given)	3%

# The list is partial; rates above refer to the full screens.
